V-ATPase pH = regulators of yeast V-ATPase proton pumping, primary screen, pHLuorin cytosolic pH fluorescence | S. cerevisiae | response, % at 10 µM | 350,000 compounds, 0.37% hits | AID 504577, 2011; in the data active = response mostly above about 7.3%, no sharp cut-off; inactive = mostly below about 5.4%; also: actives read high; inactives centre near 0; some compounds called inactive have numbers as strong as hits
MITF act = activators of MITF-driven TRPM1 promoter reporter, primary screen, cell-based, SK-MEL-5, luciferase, single point; AID 588334, 2011; SK-MEL-5 TRPM1-promoter luciferase, 24 h; % of positive control, neutral wells = 0; activation, % at 12.5 µM; 300,000 compounds, 0.75% hits;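 active = mean activation of at least 80% with every replicate also reaching 80%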;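 also: 0% = neutral control wells and 100% = parthenolide positive control wells; values of inactives mirror those of a sister screen read the other way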
CAL PDZ FP-1 = CAL PDZ peptide-binding inhibitors, primary screen, biochemical, fluorescence polarization, Cer-tagged CAL PDZ, HTS; inhibition, % at 20 µM; AID 504414, 2011; 330,000 compounds, 0.02% hits; Golgi-associated PDZ and coiled-coil motif-containing protein (Homo sapiens), Q9HD26; purified CAL PDZ, TMR-peptide fluorescence polarization, 1 h;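 active = highest replicate inhibition of at least 40%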;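 also: plate controls were DMSO neutral control wells for no effect and unlabeled competitor peptide control wells for full effect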
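Test system: tagged CAL PDZ domain / Buffer or medium: sodium phosphate/NaCl buffer pH 7.4 with TCEP, IgG, Thesit / Reagent: TMR-labelled reporter peptide T*-PRC34 bound in PDZ groove / Compound dosing: single point, 20 µM / Schedule: 1 h incubation at room temperature before polarization reading / Technique: fluorescence polarization (mP) / Benchmarks: unlabelled peptide, DMSO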
Rtt109 HAT inh = inhibitors of C. albicans Rtt109/Vps75 HAT, primary screen, biochemical, ThioGlo CoA-SH fluorescence, plate reader; purified Rtt109/Vps75, 4 h; inhibition, % at 34.9 µM; 330,000 compounds, 0.16% hits; AID 540336, 2011;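 active = inhibition of at least 50% in every replicate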
Target sequence (Q5AAJ8 whole entry, looked up): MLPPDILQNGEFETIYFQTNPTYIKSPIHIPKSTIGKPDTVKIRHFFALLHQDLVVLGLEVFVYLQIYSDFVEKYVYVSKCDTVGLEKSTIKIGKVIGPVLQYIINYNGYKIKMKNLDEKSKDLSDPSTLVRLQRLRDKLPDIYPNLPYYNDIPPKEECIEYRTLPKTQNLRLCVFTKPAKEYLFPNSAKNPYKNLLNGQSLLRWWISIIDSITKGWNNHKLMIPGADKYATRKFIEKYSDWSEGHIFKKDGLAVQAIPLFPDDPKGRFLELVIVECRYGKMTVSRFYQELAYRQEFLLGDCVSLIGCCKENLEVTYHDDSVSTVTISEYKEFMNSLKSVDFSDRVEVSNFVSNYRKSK
CDK5 inh = inhibitors of human CDK5/p35 kinase, primary screen, biochemical, single concentration | Recombinant CDK5/p35, ADP-Glo luminescence, 60 min | 330,000 compounds, 0.01% hits | Cyclin-dependent kinase 5 (Homo sapiens) + Cyclin-dependent kinase 5 activator 1 (Homo … | inhibition, % at 10 µM;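 active = highest replicate inhibition of at least 50% and at least 75% of replicates reaching 50%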;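 also: plate controls were DMSO neutral control for no effect and GW8510 at 10 µM for full effect; many of its hits are not listed in these tables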
Target sequence (Q00535 whole entry, looked up): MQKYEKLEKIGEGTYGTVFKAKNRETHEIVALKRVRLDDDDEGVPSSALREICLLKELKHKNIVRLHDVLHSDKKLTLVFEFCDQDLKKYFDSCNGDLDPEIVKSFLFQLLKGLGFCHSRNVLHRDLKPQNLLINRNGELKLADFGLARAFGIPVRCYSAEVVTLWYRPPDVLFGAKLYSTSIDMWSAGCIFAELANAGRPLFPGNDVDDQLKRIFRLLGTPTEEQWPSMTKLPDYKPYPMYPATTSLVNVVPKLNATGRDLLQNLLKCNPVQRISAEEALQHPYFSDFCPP
Target sequence (Q15078 whole entry, looked up): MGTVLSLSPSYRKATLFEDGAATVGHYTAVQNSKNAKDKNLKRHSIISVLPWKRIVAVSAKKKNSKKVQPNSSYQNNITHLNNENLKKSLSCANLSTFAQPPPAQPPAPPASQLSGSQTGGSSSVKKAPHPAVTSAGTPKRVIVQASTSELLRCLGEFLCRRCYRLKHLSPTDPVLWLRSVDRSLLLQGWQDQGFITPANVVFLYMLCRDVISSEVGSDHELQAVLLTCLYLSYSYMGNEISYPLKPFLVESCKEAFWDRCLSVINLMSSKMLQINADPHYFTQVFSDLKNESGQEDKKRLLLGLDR
CAL PDZ FP-2 = untagged CAL PDZ binding inhibitors, primary screen, biochemical, fluorescence polarization, HTS; 300,000 compounds, 0.92% hits; AID 602252, 2012; purified CAL PDZ, TMR-peptide fluorescence polarization, 1 h; inhibition, % at 24.9 µM;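 active = mean inhibition of at least 30% with at least half of replicates also reaching 30%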;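 also: 0% = DMSO neutral control and 100% = excess unlabeled competitor peptide PRC23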
Tat transport = E. coli Tat export inhibitors, primary screen, MC4100, TorA-mCherry reporter, fluorescence, single point; inhibition, % at 10 µM; 340,000 compounds, 0.036% hits;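 active = mean replicate inhibition at least 50% and at least half of replicates individually reaching 50%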;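 also: exported cargo escapes ClpAP degradation while cytoplasmic cargo is degraded and loses fluorescence; 0% = median of neutral control wells and 100% = median of NaSCN control wells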
dFosB activator = activators of delta FosB homodimer, primary screen, biochemical, fluorescence polarization, TAMRA-CDK5 oligo, single point; Protein FosB (Mus musculus), P13346; purified delta FosB; percent of positive-control signal above neutral wells; activation, % at 25 µM; 340,000 compounds, 0.99% hits; AID 493131, 2011;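 active = mean activation above about 17%, with every replicate also reaching it, limit read from the data, passing the limit was not always enough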;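 also: fluorescence polarization rise as delta FosB binds a TAMRA Cdk5 AP-1 oligo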
cardiac RTF act = cardiac RTF calcium sensitivity activators, primary screen, biochemical, IANBD-TnC fluorescence, EC20 calcium; activation, % at 7.2 µM; IANBD-labeled TnC RTF fluorescence at EC20 calcium; 0% EC20 calcium, 100% full calcium; 340,000 compounds, 0.24% hits; AID 493008, 2010;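 active = activation above the mean over all tested compounds plus 3 SD, cut at about 30% in these data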;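 also: rise in fluorescence read as greater calcium sensitivity of cardiac thin filaments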
Wnt bcat act = Wnt/beta-catenin pathway activators, primary screen, cell-based, plate reader, single point; activation, % at 9.35 µM; Wnt/beta-catenin reporter cell assay, activator; AID 743398, 2014; 300,000 compounds, 1.2% hits; in the data active = activation above about 30%, passing the limit was not always enough;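 also: 0% = neutral control wells and 100% = positive control wells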
The depositor's hits bear a star; / = no result given.

Field names – A = V-ATPase pH; B = MITF act; C = CAL PDZ FP-1; D = Rtt109 HAT inh; E = CDK5 inh; F = CAL PDZ FP-2; G = Tat transport; H = dFosB activator; I = cardiac RTF act; J = Wnt bcat act
Cc1nn(-c2ccccc2)c(C)c1/C=N/NC(=O)c1cc(-c2ccccc2)n[nH]1
  A: 0 | B: 2 | C: -0.4 | D: -2 | E: 1.0 | F: -9 | G: 8 | H: 3 | I: -5 | J: /

CCCCc1cc2c(c(NC(=O)CC)n1)c(=O)oc1ccccc12
  A: -1 | B: -9 | C: -2.2 | D: -3 | E: -0.3 | F: -2 | G: 2 | H: -18 | I: -5 | J: 0

O=C1CCC(C(=O)N2CCCCCC2)CN1Cc1cccc(C(F)(F)F)c1 (stereo unspecified)
  A: -1 | B: 2 | C: -1.9 | D: -4 | E: -0.4 | F: -2 | G: -8 | H: -2 | I: -1 | J: -3

O=C1C=C(Nc2ccc(Cl)cc2Cl)CC(c2ccco2)C1 (stereo unspecified)
  A: 2 | B: -21 | C: / | D: -16 | E: -3.4 | F: 20 | G: -11 | H: -3 | I: 1 | J: -2

Cc1snnc1C(=O)NC(=S)Nc1ccccc1
  A: -2 | B: / | C: 1.1 | D: -18 | E: 0.7 | F: -5 | G: -4 | H: 0 | I: -3 | J: -3

O=C(CC1CCCC1)N1CCN(S(=O)(=O)c2ccccc2)CC1
  A: 668* | B: -1 | C: 0.8 | D: 2 | E: 0.3 | F: / | G: -8 | H: -5 | I: 33* | J: 2

O=C(NCC(c1ccco1)N1CCCCC1)c1ccc(NS(=O)(=O)c2ccc(F)cc2)cc1 (stereo unspecified)
  A: 1 | B: -11 | C: -0.5 | D: -11 | E: -1.0 | F: -2 | G: -5 | H: -1 | I: -3 | J: -2

COc1ccc(OCC(=O)NCCC2=CCCCC2)c([N+](=O)[O-])c1
  A: -4 | B: -9 | C: -1.2 | D: 8 | E: -0.7 | F: -1 | G: -2 | H: -5 | I: 2 | J: -7

CCN(CC)CCN(C(=O)c1ccc(CN2CCCCC2)o1)C(C(=O)NC1CCCCC1)c1ccc(F)cc1 (stereo unspecified)
  A: 1 | B: 17 | C: 0.8 | D: -1 | E: 0.1 | F: -3 | G: 3 | H: 1 | I: -2 | J: -5

Cn1nc(N)c2c(-c3ccccc3)c(C#N)c(N)nc21
  A: 7 | B: -10 | C: -0.3 | D: 1 | E: -1.5 | F: -1 | G: -1 | H: 6 | I: 0 | J: -7

Single values from the entries so far:
Entry of CCCCc1cc2c(c(NC(=O)CC)n1)c(=O)oc1ccccc12 under V-ATPase pH: -1
Entry of O=C(NCC(c1ccco1)N1CCCCC1)c1ccc(NS(=O)(=O)c2ccc(F)cc2)cc1 (stereo unspecified) under V-ATPase pH: 1
Entry of O=C(CC1CCCC1)N1CCN(S(=O)(=O)c2ccccc2)CC1 under CAL PDZ FP-1: 0.8

Other results:
Field names – A = V-ATPase pH; B = MITF act; C = CAL PDZ FP-1; D = Rtt109 HAT inh; E = CDK5 inh; F = CAL PDZ FP-2; G = Tat transport; H = dFosB activator; I = cardiac RTF act; J = Wnt bcat act
CCCN(CCC)CC(O)CN(c1cc([N+](=O)[O-])ccc1OC)S(=O)(=O)c1ccccc1 (stereo unspecified)
  A: 5 | B: 13 | C: / | D: 4 | E: -1.5 | F: -3 | G: -9 | H: -13 | I: 2 | J: /

Cc1ccc(C)c(Nc2c(F)c(F)c(F)c(F)c2C(=O)O)c1
  A: -2 | B: -1 | C: 0.0 | D: 7 | E: 0.8 | F: 0 | G: 5 | H: 6 | I: -3 | J: -2

Cc1cc(NC(=O)C(C)Oc2ccc(Cl)cc2Cl)no1 (stereo unspecified)
  A: 4 | B: 56 | C: -1.1 | D: -10 | E: -0.1 | F: / | G: 3 | H: -6 | I: 2 | J: -2

CCN(CC(=O)Nc1ccc([N+](=O)[O-])cc1OC)c1ccccc1
  A: 3 | B: -6 | C: -2.9 | D: 1 | E: -1.2 | F: -4 | G: 5 | H: -2 | I: 4 | J: /

Cc1ccc(Cn2c(SCc3cccnc3)nc3c2c(=O)n(C)c(=O)n3C)cc1
  A: 4 | B: 7 | C: -2.6 | D: 0 | E: -0.3 | F: -3 | G: -3 | H: 1 | I: -2 | J: /

COCC(=O)N1CCC(Oc2ccc(C(=O)NCc3csc(C(C)C)n3)cc2)CC1
  A: -5 | B: -11 | C: -2.0 | D: 3 | E: 1.6 | F: -2 | G: -11 | H: 5 | I: 10 | J: -1

Cc1ccc2nc(Nc3ccc(C)c(Cl)c3)c3nncn3c2c1
  A: -1 | B: 30 | C: 0.4 | D: / | E: 1.7 | F: -4 | G: 2 | H: -3 | I: 2 | J: 5

O=C(c1ccc(F)cc1)C1CCN(C(=S)Nc2ccccc2Cl)CC1
  A: -2 | B: -9 | C: -1.0 | D: 15 | E: 0.7 | F: -3 | G: -2 | H: -2 | I: 5 | J: 1

NS(=O)(=O)c1ccc(CCNC(=O)COC(=O)C2CCC2)cc1
  A: 4 | B: 4 | C: -1.0 | D: -8 | E: 0.4 | F: 47* | G: -12 | H: -1 | I: 3 | J: 0

COc1ccc(N2C(=O)/C(=C/N(C)C)NC2=S)cc1
  A: 1 | B: 3 | C: -1.8 | D: 9 | E: 1.2 | F: 1 | G: -6 | H: -7 | I: 6 | J: -2

CN(CC(=O)Nc1cccc(F)c1)C(=O)c1ccc(OCc2ccccc2)cc1
  A: 0 | B: 4 | C: -1.5 | D: -4 | E: -0.1 | F: 1 | G: -6 | H: -1 | I: 3 | J: -4

Cc1cc2cc(CNC(=O)c3cccc([N+](=O)[O-])c3)ccc2[nH]1
  A: 6 | B: / | C: -1.1 | D: 1 | E: 1.0 | F: / | G: 6 | H: -6 | I: 11 | J: -5

COc1ccccc1C1NC(=O)NC(C)=C1C(=O)Nc1cccc(C)c1C (stereo unspecified)
  A: 3 | B: 4 | C: -1.2 | D: 2 | E: -0.8 | F: / | G: 2 | H: -7 | I: -4 | J: -2

COc1ccc(O)c(CN2CCCC(C(=O)Nc3cccc(-n4cccn4)c3)C2)c1 (stereo unspecified)
  A: 6 | B: 3 | C: -1.8 | D: 6 | E: 2.1 | F: 2 | G: -3 | H: -10 | I: 3 | J: 12

COC(=O)C1CCN(C(=O)COC(=O)[C@@H]2CC(O)CN2S(=O)(=O)c2ccc3c(c2)OCCO3)CC1 (stereo partly specified)
  A: -1 | B: -7 | C: 0.7 | D: -4 | E: 1.3 | F: 0 | G: -2 | H: 0 | I: 3 | J: -5

C/C(=C\c1ccc2c(c1)OCO2)C1Nc2cccc3cccc(c23)N1
  A: 4 | B: 2 | C: 0.3 | D: -6 | E: 1.1 | F: -2 | G: 8 | H: 5 | I: -2 | J: -8

CCc1nn(CC(=O)NC(C)CCc2ccccc2)c(=O)c2cc3cc(F)ccc3n12 (stereo unspecified)
  A: 2 | B: 15 | C: 0.9 | D: -2 | E: 1.5 | F: -7 | G: -6 | H: 13 | I: 1 | J: -3

Cc1ccc(NC(=S)NC(NC(=O)c2ccco2)C(Cl)(Cl)Cl)cc1 (stereo unspecified)
  A: 0 | B: 3 | C: -3.8 | D: -2 | E: 0.6 | F: -4 | G: 2 | H: 2 | I: -4 | J: -1

CC(Oc1ccccc1F)C(=O)NNC(=O)CCS(=O)(=O)c1ccccc1Cl (stereo unspecified)
  A: -1 | B: 8 | C: -2.2 | D: -13 | E: 0.5 | F: -1 | G: -3 | H: -5 | I: -6 | J: -1

COc1cc2c(cc1OC)CN(C(=O)c1ccc(OC)c(S(=O)(=O)N3CCCC3)c1)CC2
  A: 1 | B: 8 | C: -2.4 | D: 8 | E: -0.7 | F: -4 | G: 18 | H: -7 | I: 0 | J: 2

COc1cc2c(cc1OC)C(c1cc3cc4c(cc3[nH]c1=O)OCO4)N(C(=O)C1CC1)CC2 (stereo unspecified)
  A: -1 | B: -5 | C: -1.5 | D: -1 | E: 0.0 | F: -1 | G: -11 | H: 4 | I: 1 | J: -2

Cc1ccc(C(=O)N/C(=C/C=C/c2ccccc2)C(=O)NCc2ccco2)cc1
  A: 0 | B: 9 | C: / | D: 14 | E: 1.0 | F: -19 | G: -23 | H: -1 | I: -1 | J: /

Cc1cc(Cl)ccc1Oc1nc(-c2ccccc2)ncc1S(C)(=O)=O
  A: -2 | B: -12 | C: 0.7 | D: 3 | E: -0.1 | F: -2 | G: -11 | H: 7 | I: -2 | J: -3

CCOC(=O)c1cnc(SCC(=O)N2CCc3ccccc32)nc1N
  A: -4 | B: 18 | C: -0.1 | D: -8 | E: -1.3 | F: -5 | G: -8 | H: 2 | I: 3 | J: /

O=C(NCCc1ccc(Cl)cc1)c1cc2ccccn2n1
  A: 0 | B: 18 | C: -2.5 | D: 0 | E: -1.7 | F: -2 | G: -3 | H: 7 | I: 6 | J: 10

Brc1ccccc1-c1nnc(-c2cccnc2)o1
  A: 0 | B: / | C: -2.2 | D: -5 | E: -0.7 | F: -3 | G: -1 | H: -8 | I: -1 | J: 24

COC(=O)C(Cc1ccc(O)cc1)N1Cc2ccccc2C1=O (stereo unspecified)
  A: -4 | B: 91* | C: 0.2 | D: 19 | E: 1.3 | F: -3 | G: -4 | H: -8 | I: -7 | J: 23

COc1ccc(S(=O)(=O)Nc2ccccc2C(=O)NCc2cccnc2)cc1OC
  A: -2 | B: -2 | C: -1.7 | D: 19 | E: 0.8 | F: -7 | G: 2 | H: -3 | I: -9 | J: -2

CCCCCC1CCC(c2nnc(SCC(C)=O)o2)CC1 (stereo unspecified)
  A: -3 | B: 3 | C: -1.5 | D: 0 | E: 1.0 | F: -1 | G: -5 | H: 0 | I: -3 | J: 1

CC(C(=O)N1CCc2ccccc21)N1CCN(S(=O)(=O)c2cccs2)CC1 (stereo unspecified)
  A: -9 | B: 7 | C: 0.8 | D: 6 | E: 0.8 | F: -4 | G: 4 | H: -2 | I: -3 | J: -3

OC1CCN(c2c3c(nc4cc(-c5cccc(F)c5)nn24)CCCC3)CC1
  A: -2 | B: 88* | C: 0.0 | D: -9 | E: 0.7 | F: -2 | G: 1 | H: -12 | I: -1 | J: 5

Records listed above marked active in V-ATPase pH:
Field names – A = V-ATPase pH; B = MITF act; C = CAL PDZ FP-1; D = Rtt109 HAT inh; E = CDK5 inh; F = CAL PDZ FP-2; G = Tat transport; H = dFosB activator; I = cardiac RTF act; J = Wnt bcat act
O=C(CC1CCCC1)N1CCN(S(=O)(=O)c2ccccc2)CC1
  A: 668* | B: -1 | C: 0.8 | D: 2 | E: 0.3 | F: / | G: -8 | H: -5 | I: 33* | J: 2
